# FBW7 activator: activators of human E3 ligase FBW7. AID 1259310. hit rate 0.13% among 650,000. normalized activity (activation), % at 26.1 µM. AlphaScreen FBW7–phospho-cyclin E peptide binding, activator screen. Q969H0; in the data active = normalized activity above about 1.9%;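 note: purified mutant Fbw7 with reduced substrate affinity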
# Target sequence (Q969H0 whole entry, looked up): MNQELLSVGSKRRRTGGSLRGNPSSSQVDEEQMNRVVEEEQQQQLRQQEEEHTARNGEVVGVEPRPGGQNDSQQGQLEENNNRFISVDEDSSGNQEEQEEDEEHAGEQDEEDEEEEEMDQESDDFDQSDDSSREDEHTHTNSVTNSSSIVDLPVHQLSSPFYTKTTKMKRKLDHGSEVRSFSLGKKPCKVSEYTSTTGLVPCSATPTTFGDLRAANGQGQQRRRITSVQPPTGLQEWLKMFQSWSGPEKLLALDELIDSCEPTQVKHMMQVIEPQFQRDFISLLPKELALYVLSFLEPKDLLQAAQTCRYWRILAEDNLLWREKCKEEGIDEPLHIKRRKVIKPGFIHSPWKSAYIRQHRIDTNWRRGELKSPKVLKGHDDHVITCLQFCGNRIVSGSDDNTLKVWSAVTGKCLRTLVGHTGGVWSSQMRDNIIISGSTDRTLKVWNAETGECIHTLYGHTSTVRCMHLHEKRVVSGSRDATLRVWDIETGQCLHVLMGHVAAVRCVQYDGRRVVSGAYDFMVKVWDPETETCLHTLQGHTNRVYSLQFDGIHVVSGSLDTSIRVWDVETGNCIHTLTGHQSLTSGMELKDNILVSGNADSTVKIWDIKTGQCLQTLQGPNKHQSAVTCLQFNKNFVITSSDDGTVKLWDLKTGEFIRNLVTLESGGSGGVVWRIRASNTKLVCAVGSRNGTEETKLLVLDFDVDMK
# MITF primary: blocks human microphthalmia-associated transcription factor. O75030. AlphaScreen MITF homodimerization, bead proximity signal. inhibition, % at 2.6 µM. hit rate 0.91% among 650,000. AID 1259374; in the data active = inhibition above about 50%;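 note: 0% = vehicle wells with protein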
# TEAD-YAP block: TEAD-YAP interaction inhibition. HEK-TIYL cells, TEAD-Gal4/YAP UAS-luciferase luminescence. inhibition, % at 9.12 µM. hit rate 1.4% among 640,000; in the data active = inhibition above about 32%;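 note: 0% = median of test compound wells and 100% = reference inhibitor wells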
# GPR151 ag: human GPR151 activation; activation, % at 11.2 µM; Q8TDV0; PathHunter beta-arrestin GPR151 cells, luminescence; hit rate 1% among 650,000; in the data active = activation above about 4.9%;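 note: 0% = median of compound wells and 100% = cells with positive control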
# Numbers without * were called inactive.
Molecule	FBW7 activator	MITF primary	TEAD-YAP block	GPR151 ag
COc1ccc([C@@H]2CN(C(=O)C3CCCO3)C[C@H]2C(=O)O)cc1 (stereo partly drawn)	0.1	9	3	-1.5
N#CCSCC(=O)Nc1ccc(Br)cc1	0.1	12	1	-0.7
CCOC(=O)C1=C(N)OC2=C(C(=O)CC(C)(C)C2)C1c1ccc(OC)c(OC)c1 (stereo not drawn)	0.2	-7	1	1.5
COc1cc2nc(CN3CCC(c4nc5ccccc5o4)CC3)nc(N)c2cc1OC	-0.1	-1	13	0.8
Cc1cc(NC(=O)COC(=O)c2cc3ccccc3cc2N)c([N+](=O)[O-])cc1C	-0.2	-7	-8	1.3
CC(C)(C)C(=O)C1=C(O)C(=O)N(CCCCCC(=O)O)C1c1ccccc1 (stereo not drawn)	0.1	-1	-4	-0.2
CC(C)[C@@H](CO)Nc1ccc2ncc(-c3cccc(/C=C/C(=O)O)c3)n2n1	0.1	-8	27	-0.3
CC(=O)NNC(=S)NC(=O)c1cccc([N+](=O)[O-])c1	0.5	13	6	0.4
CCN(CC)C(=O)C1CCCN(c2nc(NCc3ccccc3)c3cc(OC)c(OC)cc3n2)C1 (stereo not drawn)	-0.1	2	11	1.0
FC(F)(F)c1cccc(CCNc2nccc(Nc3ccncn3)n2)c1	0.1	2	3	-0.6
O=C(NC1(c2ccc3c(c2)OCO3)CCCC1)c1cccc(-n2cnnn2)c1	0.1	6	7	0.5
C#CCOc1cccc(C2C3=C(CCCC3=O)OC3=C2C(=O)CCC3)c1	-0.1	3	8	-0.5
O=C1CCC(=O)N1OCCOc1cccc(C(F)(F)F)c1	-0.1	14	2	3.5
O=C(NCCC1CCCC1)c1cccs1	-0.1	0	-62	-0.5
Cc1ccc(CNC(=O)CC2Sc3ccccc3NC2=O)cc1 (stereo not drawn)	0.1	14	-2	-2.0
N#Cc1cc2c(nc1SCC(O)COc1ccc(Cl)cc1)CCCC2 (stereo not drawn)	-0.1	-13	-18	-1.5
COc1ccc(S(=O)(=O)NCCc2ccc(S(N)(=O)=O)cc2)cc1	0.0	10	1	1.0
CCCC(=O)Nc1nnc(CC)s1	0.2	-4	-9	0.3
CC1(C)OC2OC(C(=O)NC(CCC(=O)O)C(=O)O)C3OC(C)(C)OC3C2O1 (stereo not drawn)	0.6	-2	-5	0.0
CCOc1ccc(NC(=O)C(=O)NCCN2CCN(Cc3ccc(Cl)cc3Cl)CC2)cc1	0.1	2	6	-0.2

# Of the compounds above, these have a Cl atom.
Molecule	FBW7 activator	MITF primary	TEAD-YAP block	GPR151 ag
N#Cc1cc2c(nc1SCC(O)COc1ccc(Cl)cc1)CCCC2 (stereo not drawn)	-0.1	-13	-18	-1.5
CCOc1ccc(NC(=O)C(=O)NCCN2CCN(Cc3ccc(Cl)cc3Cl)CC2)cc1	0.1	2	6	-0.2

# Additional entries
Molecule	FBW7 activator	MITF primary	TEAD-YAP block	GPR151 ag
COc1cccc(C(=O)SC2=NCCS2)c1	0.1	4	7	-0.8
COc1ccc(C=O)cc1Cn1cnc2c(cnn2C)c1=O	0.0	-10	10	0.4
Cc1cc(C)c(NC(=O)CCCN2C(=O)COc3ccc(C)cc32)c(C)c1	0.0	4	11	0.5
CCOC(CNC(=O)c1c[nH]c2ccc(S(=O)(=O)N(C)c3ccccc3CC)cc2c1=O)OCC	0.1	-1	-4	0.9
CCN(CC)c1ccc(NC(=O)c2ccccc2)c(C)c1	0.4	23	11	-2.9
C=CCn1c(SCC(=O)N2CCC(C(=O)O)CC2)nc2sc(C)c(C)c2c1=O	-0.3	6	1	-0.7
Fc1cnc(Nc2ccc3c(c2)OCO3)nc1Nc1ccc2c(c1)OCO2	-0.1	8	17	-0.6
Cc1ccc2c(c1)C(=O)C(=O)N2CC(=O)N(CC(=O)NC(C)(C)C)C(C)(C)C	0.3	7	5	1.9
COC(=O)CN1C(c2ccc(F)cc2)Nc2ccc(Br)cc2C1c1ccccc1 (stereo not drawn)	0.0	-6	-3	-1.8
Cc1ccc(-c2cc(C(F)(F)F)n3nc(C(=O)N4CCCCC4)cc3n2)cc1	0.1	-4	1	1.6
COc1ccc(-n2nc(C(=O)NCCN3CCOCC3)c3ccccc3c2=O)cc1	-0.1	3	-8	-0.6
Cc1ccc(-c2nnc(SCc3cc(=O)n4cc(Br)ccc4n3)nc2-c2ccc(C)cc2)cc1	-0.1	6	-3	-0.2
COc1ccccc1N(CC(=O)NCCSc1ccccc1)S(C)(=O)=O	-0.1	-4	-7	1.7
COc1ccccc1NC(=O)N1CCOCC1	0.2	12	-4	-0.5
CC(=O)N1CCN(C(=O)CN2N=C(C(C)(C)C)Cn3c(cc4sccc43)C2=O)CC1	0.0	13	0	-1.1
O=C(NC1CCCCCC1)c1ccc(CNc2nc(=S)[nH]c3ccccc23)cc1	-0.1	0	10	0.6
Cn1c(N)c(S(=O)(=O)N2CCCCC2c2cccnc2)c(=O)n(C)c1=O (stereo not drawn)	-0.1	3	-4	1.1
Cc1ncc(CO)c2cc(-c3nc(-c4ccncc4)no3)c(=O)oc12	-0.3	9	-5	-1.6
COc1ccc(CNC(=O)COc2ccc(Cl)cc2Br)cc1	-0.1	17	1	0.3
COc1cc2c(cc1/C=C(/C#N)c1ccccc1)OCO2	1.1	20	29	-0.8
CCOC(=O)c1c(C)[nH]c(/C=C(\C#N)C(=N)N2CCN(CCO)CC2)c1O	-0.4	-11	4	-0.1
Cc1ccc(C)c(Nc2ncnc3c2cnn3C)c1	-0.4	-14	-8	-0.7
Nc1ccccc1NC(=O)c1cccc(C(F)(F)F)c1	0.1	-2	-12	0.1
CCOC(=O)c1c(-c2ccccc2)oc2ccc(NS(=O)(=O)c3ccc(CC)cc3)cc12	0.6	14	15	-0.1
O=C1CCN(C(=O)Cn2cnc3scc(-c4ccccc4)c3c2=O)CC1	0.4	-2	-8	-0.3
CC(C)(O)C(=O)/C=C/c1ccc(Cl)cc1Cl	0.0	-15	7	-0.6
CCOC(=O)CSc1nc2cc(C(=O)OC)ccc2c(=O)n1Cc1ccc(Cl)cc1	0.1	14	13	-1.5
Nc1[nH]ncc1C(=O)Nc1cccc(C(F)(F)F)c1	0.1	5	-1	-0.4
Cc1ccc(NCN2C(=O)c3ccccc3C2=O)c(C)c1	0.0	1	-5	2.3
O=C(C1Cc2ccccc2CN1S(=O)(=O)c1ccccc1[N+](=O)[O-])N1CCOCC1 (stereo not drawn)	0.0	21	-4	-1.6
O=C(Nc1ccc(Cl)cc1)c1ccc(N2CCCCS2(=O)=O)cc1	0.0	6	-27	-1.1
Cc1ccc(C)c(NC(=O)c2cc(S(=O)(=O)N3CC(C)CC(C)C3)ccc2F)c1 (stereo not drawn)	-0.1	0	-15	0.6
C=CCNC(=O)COc1ccc(C)cc1Br	0.1	12	-43	1.5
Cc1cc(C)c2nc(N3CCCC(C(=O)N4CCCC4)C3)sc2c1 (stereo not drawn)	0.2	7	6	-0.1
O=C(Cn1nc(-c2ccc(F)cc2)ccc1=O)Nc1ccc2c(c1)OCCO2	0.2	-13	4	1.2
O=C(O)c1c[nH]c2ccc(S(=O)(=O)N3CCOCC3)cc2c1=O	0.0	4	-1	-0.5
CCOc1ccc(C(=O)Oc2coc(CSc3nccn3C)cc2=O)cc1	-0.1	3	8	2.4
O=C(CCc1csc(NC(=O)c2ccccc2)n1)NCc1c(F)cccc1F	0.5	20	4	-0.6
CC(=O)Nc1ccc(NS(=O)(=O)c2c(C(C)C)cc(C(C)C)cc2C(C)C)cc1	0.1	6	6	-0.3
Cc1ccc(C2=NN(c3ccc([N+](=O)[O-])cc3)C(c3ccc(Cl)cc3)C2)cc1 (stereo not drawn)	0.0	6	1	3.7
CCOC(=O)/C(C#N)=C\Nc1ccc(Br)cc1	0.1	13	-17	-0.6
CCOCCc1c(O)nc(SCC(=O)N2CCOCC2)[nH]c1=O	-0.1	8	2	0.2
CCOC(=O)c1sc(NC(=O)CSc2nnc(CNC(=O)c3ccc(OC)cc3)n2Cc2ccccc2)c(C(=O)OCC)c1C	0.1	-9	-4	0.7
CC(=O)NCc1ccc(C(=O)COc2ccc(F)cc2Cl)o1	0.0	6	-4	0.2
COc1ccc(Cl)cc1C(=O)Nc1ccccc1F	0.0	-6	-3	0.7
O=C(NCC1Cc2cc(-c3cncnc3)ccc2O1)C1CCCN(c2ccccn2)C1 (stereo not drawn)	-0.1	12	-1	2.2
CCOC(=O)C(Cc1ccc(OCC)cc1)SC#N (stereo not drawn)	-0.2	0	-17	-0.1
COCCCN1C(=O)C(=O)/C(=C(\O)c2ccccc2)C1c1ccc(Br)cc1 (stereo not drawn)	0.1	-12	-1	-1.3
Cc1nn(C(=O)C23CC4CC(CC(C4)C2)C3)c(C)c1Sc1ccccc1	-0.1	-7	-6	-1.0
CC1Cc2ccccc2N1CC(=O)N1Cc2ccccc2C1 (stereo not drawn)	-0.1	9	2	1.1
O=C(/C=C/c1ccc([N+](=O)[O-])cc1)c1ccc(O)c(O)c1	-0.2	17	8	-0.8
Cc1cccc(-n2nnnc2SCC(=O)c2cc(C)n(CC3CCCO3)c2C)c1 (stereo not drawn)	0.1	15	-8	-2.0
O=C(Nc1ccccn1)c1cccc(C(=O)Nc2ccccn2)n1	-0.2	1	-1	0.0
COC(=O)c1ccc(NS(=O)(=O)c2cccc(S(C)(=O)=O)c2)cc1	-0.1	-6	-1	0.6
COc1ccc(C2C(=O)N(C3CCCCCC3)CC(=O)N2CCc2ccc(Cl)cc2)cc1 (stereo not drawn)	-0.4	19	0	-1.1
O=C1N(Cc2cccnc2)C[C@@H]2C[C@@H](c3ccc(Oc4ncccn4)cc3)N3CCC[C@@]123	0.0	5	1	0.4
CCOc1ccccc1C(=O)NCc1cccc(C(F)(F)F)c1	0.2	13	1	-1.0
CC(C)(C)NC(=O)CN(Cc1ccccc1F)C(=O)Cn1nnc(-c2cccs2)n1	0.3	16	8	0.7
CCCCOc1ccc(C(=O)NC2=C(C(=O)OC)SCC2)cc1	0.1	-13	-16	-0.1
O=C(NCC1(O)CCCCC1)c1ccc(OC2CCN(C(=O)C3CC3)CC2)cc1	-0.1	-1	-12	-1.4

# (listing goes on)
Molecule	FBW7 activator	MITF primary	TEAD-YAP block	GPR151 ag
COC(=O)CCSCC(=O)Nc1cc(C)on1	0.1	3	6	-1.4
CCCC(c1nnnn1Cc1ccc(F)cc1)N1CCN(CC)CC1 (stereo not drawn)	-0.1	-7	-1	0.3
CCN(CC)c1ccc(/C=C2\C(=O)NC(=O)N(c3cc(C)cc(C)c3)C2=O)o1	-0.8	21	-5	-1.2
CN(CCc1ccccn1)Cc1ccc2c(c1)CN(Cc1ccoc1)CCO2	-0.1	7	3	-0.2
NC(=O)C1C(=O)NC(c2ccccc2)=CC1c1ccc(Cl)cc1 (stereo not drawn)	0.6	19	13	0.1
CCN(CC)C(=O)C1CCCN(c2cccc(C(=O)NC3CCN(Cc4ccccc4)CC3)n2)C1 (stereo not drawn)	0.1	-15	-5	0.2
O=C(CSc1nnc(NC(=O)COc2ccccc2)s1)NO	0.3	21	7	1.3
Cc1ccccc1OCC(=O)Nc1ccc2c(c1)C(=O)N(CCC(=O)O)C2=O	-0.4	8	2	0.4
Cc1cc(C)nc(Oc2ccc([N+](=O)[O-])cc2)n1	-0.1	-1	5	-0.5
CCOC(=O)CNS(=O)(=O)c1cc(-c2nnc(Nc3ccccc3C)c3ccccc23)ccc1C	0.2	14	7	0.0
CCOC(=O)c1sc(N2C(=O)C(=O)/C(=C(/O)c3ccc(OCC)cc3C)C2c2ccc(F)cc2)nc1C (stereo not drawn)	-0.1	3	-2	-0.5
Cc1cc2nnc3c(N)c(C#N)c(N)nc3n2n1	-0.8	4	9	0.6
CCOCCCN1C(=O)C2C(C(=O)Nc3ccc(C(C)C)cc3)C3C=CC2(O3)C1C(=O)NC1CCCCC1C (stereo not drawn)	0.2	-1	4	0.4
CCOC(=O)N1CCC(Nc2c(NCc3ccccc3OC)c(=O)c2=O)CC1	-0.1	4	5	-2.0
CCOc1ccccc1C(=O)NCCc1sc(-c2ccc(F)cc2)nc1C	0.0	-7	-23	-1.1
Cc1ccc(-n2nc3ccc(NC(=O)COc4ccc(Cl)cc4C)cc3n2)cc1Cl	-0.1	-10	10	0.9
COc1ccc(N(CC(=O)N2CCN(c3ccccc3)CC2)S(=O)(=O)c2ccccc2)c(OC)c1	0.2	-4	0	0.2
CCN(C#N)c1nc(NC(C)C)nc(NC(C)(C)C)n1	-0.1	0	-4	-0.8
O=C1CCCN1CCCNc1nc(NCCO)c2ncn(C3CCCCC3)c2n1	1.9*	14	0	0.4
Cc1cc(NC(=O)C(Sc2ccccc2)c2ccccc2)no1 (stereo not drawn)	-0.1	-7	-2	0.1

# Reprinted from above (3 entries):
Molecule	FBW7 activator	MITF primary	TEAD-YAP block	GPR151 ag
CCN(C#N)c1nc(NC(C)C)nc(NC(C)(C)C)n1	-0.1	0	-4	-0.8
O=C1CCCN1CCCNc1nc(NCCO)c2ncn(C3CCCCC3)c2n1	1.9*	14	0	0.4
Cc1cc(NC(=O)C(Sc2ccccc2)c2ccccc2)no1 (stereo not drawn)	-0.1	-7	-2	0.1

# Two entries drawn at random from the list so far, as already listed:
Molecule	FBW7 activator	MITF primary	TEAD-YAP block	GPR151 ag
Cc1cc(NC(=O)C(Sc2ccccc2)c2ccccc2)no1 (stereo not drawn)	-0.1	-7	-2	0.1
CCOc1ccccc1C(=O)NCCc1sc(-c2ccc(F)cc2)nc1C	0.0	-7	-23	-1.1

# Bioassay records: PubChem BioAssay, The Scripps Research Institute Molecular Screening Center
